# SKKanGAS inh – SKKanGAS growth inhibition | S. pyogenes SKKanGAS, kanamycin growth, BacTiter-Glo, 6 h | inhibition, % at 7.5 µM | AID 1662 | 300,000 compounds, 1.3% hits;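 active means mean replicate score, as percent of positive control median, at least 50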;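 further: strain carries kanamycin resistance gene driven by streptokinase promoter and grows in 40 µg/ml kanamycin; loss of luminescence reflects streptokinase promoter inhibition or plain growth inhibition; 0% = median of DMSO wells and 100% = positive control at its reference dose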
# TRPC4 block – blocks the mouse TRPC4 cation channel. B-score at 10 µM. HEK293 TRPC4beta/mu-opioid, DAMGO-evoked Fluo4 calcium flux; stronger effect = lower value. 300,000 compounds, 0.39% hits. AID 2247;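 active means B-score over 3 SD under the library average, no early fluorescence shift, positive overall ratio signal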
#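 material = TRPC4beta/mu-opioid receptor HEK293 cell line | probe or stimulus = sequential submaximal and maximal DAMGO stimulation | compound dosing = one concentration per compound | measured by = Fluo4 Ca2+ flux fluorescence | evaluation = integrated fluorescence ratio relative to baseline, converted to per-well B score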
# aSyn 5UTR inh – MLPCN primary screen, SNCA 5' untranslated region. AID 1813. inhibition, % (tested at 7.5 µM). alpha-synuclein 5'UTR reporter, inhibitor activity. 300,000 compounds, 0.82% hits; in the data active means inhibition above about 60%;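 further: H4 neuroglioblastoma cells stably carrying SNCA 5'UTR luciferase fusion; 0% = DMSO wells and 100% = positive control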
# TRPC6 activator – mouse TRPC6 channel activation. Q61143. HEK293-TRPC6 membrane potential dye fluorescence; stronger effect = higher value. B-score at 10 µM. 310,000 compounds, 0.13% hits. AID 2550;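 active means B-score of the integrated fluorescence ratio above library mean plus 3 SD, and starting fluorescence ratio within library mean plus 5 SD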;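 further: higher score means more depolarization so channel activation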
# Target sequence (Q61143 whole entry, looked up): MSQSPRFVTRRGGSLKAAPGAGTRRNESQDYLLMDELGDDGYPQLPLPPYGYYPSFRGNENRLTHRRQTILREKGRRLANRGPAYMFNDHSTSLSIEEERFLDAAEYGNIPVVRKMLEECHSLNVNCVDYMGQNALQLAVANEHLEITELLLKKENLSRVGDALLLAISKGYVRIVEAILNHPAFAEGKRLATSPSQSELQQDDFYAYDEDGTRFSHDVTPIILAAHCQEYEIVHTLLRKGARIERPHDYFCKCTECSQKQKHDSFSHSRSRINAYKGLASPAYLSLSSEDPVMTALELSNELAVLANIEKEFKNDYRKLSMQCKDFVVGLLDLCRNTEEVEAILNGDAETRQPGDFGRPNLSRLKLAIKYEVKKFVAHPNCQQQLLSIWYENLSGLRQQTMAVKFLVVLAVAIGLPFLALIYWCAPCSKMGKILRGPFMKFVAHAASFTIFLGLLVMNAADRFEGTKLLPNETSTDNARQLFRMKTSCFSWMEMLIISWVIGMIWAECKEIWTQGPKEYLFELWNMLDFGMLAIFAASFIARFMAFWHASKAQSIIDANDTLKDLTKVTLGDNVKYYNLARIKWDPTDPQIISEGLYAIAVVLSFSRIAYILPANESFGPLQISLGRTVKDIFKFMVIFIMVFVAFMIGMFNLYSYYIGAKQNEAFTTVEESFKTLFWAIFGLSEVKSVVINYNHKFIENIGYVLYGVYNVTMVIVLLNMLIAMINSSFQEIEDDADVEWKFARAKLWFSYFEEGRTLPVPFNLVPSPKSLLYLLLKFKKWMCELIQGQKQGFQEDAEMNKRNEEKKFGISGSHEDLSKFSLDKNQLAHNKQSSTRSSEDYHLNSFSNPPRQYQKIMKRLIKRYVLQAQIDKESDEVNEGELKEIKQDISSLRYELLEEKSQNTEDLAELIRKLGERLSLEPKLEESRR
# TRPC4 PAM – TRPC4 (mouse) allosteric potentiation; B-score at 10 µM; 310,000 compounds, 0.42% hits; AID 2227; HEK293 TRPC4beta/mu-opioid, DAMGO EC20, Fluo-4 Ca2+ flux; stronger effect = higher value; Q9QUQ5;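 active means B-score of calcium response area above 5 SD of library B-scores, with initial fluorescence ratio within 5 SD of library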;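 further: B-score of integrated fluorescence ratio over time as area under calcium response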
# KLF5 inhibitor – kruppel-like factor 5 inhibition | DLD-1 KLF5 promoter-luciferase reporter, luminescence | inhibition, % at 5 µM | 290,000 compounds, 0.23% hits | AID 1700;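 active means inhibition above a per-plate limit of that plate's mean compound inhibition plus 3 SD, cut at about 60% in these data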;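 further: 0% = DMSO wells and 100% = LY294002 at 200 µM; higher means less KLF5 promoter-driven luciferase light; inactives centre near -14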
# IEC-6 tox – IEC-6 cytotoxicity, counter-screen for KLF5 inhibitors. luminescence viability. inhibition, % at 5 µM. 290,000 compounds, 0.78% hits. AID 1825; in the data active means inhibition above about 22%;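 further: 0% = plate median of test compound wells and 100% = cytotoxic reference compound wells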
# TRPC6 inh – mouse TRPC6 channel inhibition | HEK293-TRPC6, membrane potential dye, ACh-evoked depolarization; stronger effect = lower value | B-score at 10 µM | 310,000 compounds, 1.1% hits;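 active means B-score under library mean minus 3 SD, initial fluorescence not abnormally high, positive integrated signal ratio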;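 further: B-score derived from integrated fluorescence ratio over the kinetic read; more negative B-score means stronger inhibition of depolarization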
# HIF act – HIF pathway transcriptional activation; U2OS HRE-luciferase reporter, luminescence; normalized: DMSO 0%, desferrioxamine 100%; activation, % at 7.5 µM (by protocol); 300,000 compounds, 0.32% hits; AID 1910;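 active means mean activation of at least 10% of the iron chelator positive control signal, with at least half of replicates also reaching 10%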
# MrgX1 antag – antagonists of human MrgX1 receptor; Q96LB2; MRGX1-HEK293 calcium flux, Fluo-4, BAM8-22 antagonism; stronger effect = lower value; B-score at 10 µM; 310,000 compounds, 1.3% hits; AID 588676;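 active means calcium-response B-score plate-corrected more than 3 library SD below zero, starting fluorescence within 5 deviations, no agonist response on first addition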;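 further: peak minus trough fluorescence over baseline after final BAM8-22 challenge near maximal dose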
# TRPC4 agonist – opens the mouse TRPC4 cation channel. Q9QUQ5. B-score at 10 µM. 310,000 compounds, 0.49% hits. HEK293 TRPC4beta/mu-opioid, Fluo4 calcium fluorescence; stronger effect = higher value;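 active means B-score above 5 SD of library B-scores, and initial fluorescence ratio not above library mean plus 5 SD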;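 further: positive B-score marks a calcium rise read as TRPC4 activation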
#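 Assay system: HEK293 cells stably co-expressing mouse TRPC4beta and mu-opioid receptor / Timing: Fluo4 dye loading 45 min at room temperature, 110 s recording / Signal: Fluo4 calcium-sensitive dye fluorescence, kinetic, 1 Hz baseline / Read-out: integrated baseline-normalised fluorescence ratio, converted to per-well B score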
# * marks the source's active call; other numbers are inactive results; i = inactive; . = no result given.
SMILES,SKKanGAS inh,TRPC4 block,aSyn 5UTR inh,TRPC6 activator,TRPC4 PAM,KLF5 inhibitor,IEC-6 tox,TRPC6 inh,HIF act,MrgX1 antag,TRPC4 agonist
Cc1ccc(-n2c(N)c(C#N)c(-c3ccc(Cl)cc3)c(C#N)c2=O)cc1,18,i,15,i,i,-8,8,i,-0.2,i,i
O=c1nccc(Nc2ccccc2)[nH]1,-3,i,0,i,i,-16,-4,i,-0.9,i,i
NNC(=O)c1cc2cc(OC(F)(F)F)ccc2[nH]1,16,i,17,i,i,9,2,i,-0.1,i,i
CCc1ccc(-n2c(SCc3cc(=O)n4cc(Br)ccc4n3)nc3[nH]ncc3c2=O)cc1,29,i,34,i,i,-13,1,i,-0.9,i,i
CNC(=S)N(CCc1c(C)[nH]c2ccc(Cl)cc12)Cc1cc(OC)c(OC)c(OC)c1,14,i,30,i,i,1,2,i,-0.3,i,i
CC12CCC(c3c(C(=O)N4CCOCC4)nn(-c4ccccc4)c31)C2(C)C (stereo unspecified),-4,i,10,i,10*,-8,5,i,0.6,i,i
Cc1ccn2c(NC3CCCCC3)c(C(C)C)nc2c1,3,-7*,-3,i,i,9,1,i,-0.6,i,i
O=C(CN(C(=O)CNC(=O)c1cccs1)c1ccc(F)cc1)NC1CCCCC1,-1,i,-2,i,i,-8,4,i,-0.7,i,i
CN(C)CCCNC1=CC(=O)OC12CCCCC2,-2,i,1,i,i,-36,-3,i,0.2,i,i
O=C(COC(=O)c1cc(=O)[nH]c(=O)[nH]1)NCc1ccccc1,0,i,-3,i,i,-16,11,i,-0.6,i,i
Cc1ccc(S(=O)(=O)Nc2ccc(N3CCN(C)CC3)nc2)cc1,8,i,-10,i,i,-13,2,i,-0.1,i,i
CCCCNC(=O)c1onc(CSc2ccccc2)c1C(=O)O,18,i,3,i,i,-31,-2,i,-0.6,i,i
O=C(O)c1ccc(-n2cncn2)c([N+](=O)[O-])c1,1,i,8,i,i,-18,6,i,-0.4,i,i
Nn1c(SCC(=O)Nc2nccs2)nnc1C1CC1,-4,i,-9,i,i,-28,1,i,0.4,i,i
Cn1c(CC(=O)Nc2ccc(Cl)c(Cl)c2)n[nH]c1=S,0,i,3,i,i,-58,-8,i,-0.1,i,i
C/C(=N\Nc1ncnc2sc(C)c(C)c12)c1ccccn1,-8,i,105*,17*,15*,24,91*,i,96*,i,i
CN(CC(=O)Nc1ccccc1Cl)C(=O)c1ccc(-c2cccc(C(F)(F)F)c2)o1,5,i,7,i,i,.,.,i,0.2,i,i
Cn1c(-c2cccc([N+](=O)[O-])c2)cnc1NCc1cccc(F)c1,4,i,-4,i,i,-35,0,i,-0.9,i,i
Cc1ccc(CN(C#N)c2nc(C)cc(C)n2)cc1,7,i,7,i,i,-37,3,i,1.7,i,i
Cc1ccc2cc3c(NC(=O)c4cccnc4)nn(C)c3nc2c1,-14,i,8,i,i,-35,4,i,0.2,i,i
COc1ccccc1NC(=O)C1CCN(S(=O)(=O)c2ccc3c(c2)CC(C)N3C(C)=O)CC1 (stereo unspecified),7,i,1,i,i,-6,2,i,0.4,i,i
O=C(COc1cccc(C(F)(F)F)c1)N1CCN(c2ccc(O)cc2)CC1,7,i,0,i,i,-27,0,i,0.2,i,i
COc1ccc(CNC(=O)COc2ccc(S(=O)(=O)N3CCCCC3)cc2Cl)cc1,-1,i,-8,i,i,-16,-1,i,0.2,i,i
CCOC(=O)c1c[nH]c(=S)n(-c2ccccc2)c1=O,-1,i,16,i,i,.,.,i,-0.4,i,i
O=C(Cc1ccccc1)N1CCC(c2ccccc2)C1 (stereo unspecified),-2,i,-39,i,i,-50,-6,i,0.9,i,i

# Some entries already given with just MrgX1 antag.
Compound	MrgX1 antag
O=C(O)c1ccc(-n2cncn2)c([N+](=O)[O-])c1	i
Cc1ccc2cc3c(NC(=O)c4cccnc4)nn(C)c3nc2c1	i

# Next section:
SMILES,SKKanGAS inh,TRPC4 block,aSyn 5UTR inh,TRPC6 activator,TRPC4 PAM,KLF5 inhibitor,IEC-6 tox,TRPC6 inh,HIF act,MrgX1 antag,TRPC4 agonist
O=C(NCCn1cccn1)C1CCC(=O)N(CCc2ccc(Cl)cc2)C1 (stereo unspecified),-4,i,17,i,i,-20,2,i,1.8,i,i
Cc1cc(-c2n[nH]c(=S)o2)c(C)n1-c1ccccc1,15,i,-144,i,i,-115,0,i,0.7,i,i
CC(C)(C)N=C1SCC(C)(/C=N/O)S1 (stereo unspecified),-2,i,20,i,i,-33,7,i,0.6,i,i
CCOc1ccccc1-c1nc2c([nH]1)c(=O)n(C)c(=O)n2C,-10,i,-36,i,i,13,-1,i,0.2,i,i
Cc1cc(-c2csc(NC(=O)c3cccc(S(=O)(=O)N(C)C)c3)n2)c(C)n1-c1ccccc1,17,i,-83,i,i,-25,-6,i,1.3,i,i
Nc1cc(OC(=O)c2cccs2)nn1S(=O)(=O)c1ccccc1,3,i,0,i,i,-1,0,i,-0.8,i,i
CCSc1nnc(NC(=O)CSc2nc(CC)nc3c2c(=O)n(C)c(=O)n3C)s1,-10,i,10,i,i,-23,5,i,-0.4,i,i
CCOC(=O)Cn1nnnc1CN(Cc1ccccc1)Cc1cc2cc(CC)ccc2[nH]c1=O,5,i,20,i,i,-1,4,i,-2.0,i,i
CCN(CC)CCCNC(=O)CNC(=S)N(CCCN1CCOCC1)Cc1cccs1,0,i,3,i,i,-11,-5,i,-0.1,i,i
CC(/C=N/NC(=O)c1sc(N)nc1C)=C\c1ccccc1,-3,i,-116,i,i,-104,-6,i,1.8,i,i
O=C(NCCN1CCOCC1)c1ccc(CS(=O)(=O)Cc2ccccc2F)o1,8,i,4,i,i,-52,1,i,0.1,i,i
CCn1nc(C(=O)Nc2ccc(S(=O)(=O)Nc3ncccn3)cc2)c2ccccc2c1=O,4,i,8,i,i,-6,-5,i,0.0,i,i
O=C(CSC1=NS(=O)(=O)c2cc(Cl)ccc2N1)NCc1ccc(F)cc1,-5,i,-10,i,i,.,.,i,-0.2,i,i
CC(C)OCCCNC(=S)NNC(=O)C(c1ccccc1)c1ccccc1,-12,i,0,i,i,0,-7,i,-0.5,i,i
COC(=O)c1[nH]c2ccc(C)cc2c1NC(=O)CN1CCc2cc(OC)c(OC)cc2C1,15,i,17,i,i,-14,7,i,0.0,i,i
Cc1ccccc1-n1ccnc1SCC(=O)NCC1CCCO1 (stereo unspecified),1,i,-11,i,i,-24,-6,i,-0.4,i,i
Cc1ccc(-c2noc(CCC(=O)NCCN3CCN(Cc4ccccc4)CC3)n2)cc1,.,i,.,i,i,-9,-2,i,.,i,i
COCCn1ccc2c(OCC(=O)Nc3cccc(NC(C)=O)c3)cccc2c1=O,3,i,0,i,i,.,.,i,0.1,i,i
CC1=NN(c2nc(-c3ccccc3)cs2)C(=O)C1N=Nc1ccccc1 (stereo unspecified),26,i,-15,i,i,-8,4,i,0.3,i,i
Cc1ccc(OCC(=O)Nc2ccc(S(=O)(=O)N3CCOCC3)cc2)c([N+](=O)[O-])n1,-6,i,23,i,i,-33,-5,i,-0.8,i,i
CC(C)c1ccc(O)c(C(=O)c2cnn(-c3ccccc3)c2)c1,-11,i,27,i,i,.,.,i,0.5,i,i
Cc1ccc(Nc2nc3ccccc3n3cnnc23)c(Cl)c1,-4,i,-16,i,i,-73,1,i,1.6,i,i
CCn1nc(NC(=O)Cc2ccc(OC)cc2)c2cc3cc(C)ccc3nc21,-4,i,34,i,i,-22,7,i,0.1,i,i
CC1CCCC(NS(=O)(=O)c2cccc3nsnc23)C1C (stereo unspecified),-1,i,3,i,i,-12,2,i,0.4,i,i
O=C(N/N=C/c1ccco1)c1ccc(NC(=O)c2ccccc2Cl)cc1,1,i,27,i,i,-7,5,i,0.2,i,i

# Going on with the list:
SMILES,SKKanGAS inh,TRPC4 block,aSyn 5UTR inh,TRPC6 activator,TRPC4 PAM,KLF5 inhibitor,IEC-6 tox,TRPC6 inh,HIF act,MrgX1 antag,TRPC4 agonist
COC(=O)c1[nH]c2cccc(Cl)c2c1NC(=O)CN1CCCCC1C (stereo unspecified),0,i,12,i,i,-31,-3,i,.,i,i
CCOC(=O)C1CCN(c2c(NCCN3CCN(c4ccccc4)CC3)c(=O)c2=O)CC1,-1,i,-13,i,i,-25,-3,i,-0.1,i,i
COC(=O)c1cccc(S(=O)(=O)N2CCC(NC(=O)NC34CC5CC(CC(C5)C3)C4)CC2)c1,-3,i,45,i,i,-4,-3,i,-0.1,i,i
c1ccc(-c2ncc3c(ccc4ccccc43)n2)cc1,-14,i,68*,i,i,-15,10,i,0.4,i,i
Cc1ccc(S(=O)(=O)N2CCN(Cc3cccnc3)CC2)cc1,-2,i,13,i,i,-45,-3,i,0.0,i,i
COc1ccc(CCC(=O)NCC23CC4CC(CC(C4)C2)C3)cc1,-5,i,-4,i,i,-27,4,i,-3.7,i,i
O=C(Cn1cccc1C(=O)c1ccccc1)NCCN1CCOCC1,-3,i,-4,i,i,-22,-12,i,0.2,i,i
Cc1ccc(C2c3c(oc4cc(C)c(C)cc4c3=O)C(=O)N2CCCN2CCOCC2)cc1 (stereo unspecified),-3,i,-1,i,i,7,0,i,-0.1,i,i
CCOC(=O)Cc1nnc(-c2ccccc2)o1,6,i,-2,i,i,8,3,i,-0.2,i,i
Cc1csc(N(C(=O)c2cccc(S(=O)(=O)N(C)C)c2)c2ccccc2)n1,-2,i,20,i,i,-20,-3,i,.,i,i
O=C(CSc1nnc(-c2cccnc2)o1)Nc1cccc(Cl)c1,-3,i,-119,i,i,-25,-4,i,2.8,i,i
COc1ccc(S(=O)(=O)N/N=C/c2ccc(OCCN3CCOCC3)c(OC)c2)cc1,-4,i,-23,i,i,-15,4,i,1.1,i,i
COc1cccc(NC(=O)CN(C)S(=O)(=O)c2ccc(C)cc2)c1,4,i,6,i,i,-11,7,i,-4.0,i,i
COCCCNC(=O)/C=C/c1c(Cl)cccc1Cl,-1,i,-40,i,i,-26,-2,i,0.7,i,i
CC(C)c1[nH]nc2c1C(C(C)C)C(C#N)=C(N)O2 (stereo unspecified),-4,i,0,i,i,-12,-1,i,-0.3,i,i
Cc1ccc(NC(=O)c2cc(-c3cc(C)c(C)cc3O)n[nH]2)cc1C,3,i,-60,i,i,-36,-1,i,0.3,i,i
CC(=O)Nc1cccc(Oc2ccc([N+](=O)[O-])cc2Cl)c1,-17,i,-4,i,i,-38,1,i,0.2,i,i
Cc1nc2c3ccccc3[nH]c(=O)n2n1,-15,i,-18,i,i,-26,-1,i,-0.5,i,i
CC(C)(C)/C=N/NC(=O)C1CC1,-4,i,9,i,i,-15,3,i,-0.3,i,i

# From PubChem
